hIAP block: blocks human intestinal alkaline phosphatase; hit rate 0.12% among 330,000; purified IAP, CDP-Star luminescence, 30 min; inhibition, % at 10 µM; P09923;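 active means inhibition reaching a set limit with compound at 10 µM in the primary screen, cut at about 35% in these data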;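 further: plate controls were DMSO wells with enzyme for no effect and no-enzyme buffer wells for full effect; values of inactives mirror those of a sister screen read the other way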
mIAP activ: mouse IAP activation | activation factor at 10 µM | AID 2805 | hit rate 0.24% among 330,000 | muIAP, CDP-Star luminescence, 30 min; stronger effect = higher value; 1 = vehicle-only enzyme signal, 0 = enzyme-free wells;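 active means activation factor of at least 2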; further: the source names both 10 and 20 µM as test concentration; values of inactives mirror those of a sister screen read the other way
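System: Mouse IAP enzyme | Also added: CDP-Star substrate | Dosing: Compounds dispensed in DMSO | Schedule: 30 min enzyme-substrate-compound incubation at room temperature | Technique: Chemiluminescence readout | Control set: DMSO-only wells and no-enzyme negative control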
mIAP inh: blocks mouse intestinal alkaline phosphatase. purified mouse IAP, CDP-Star luminescence, 30 min. hit rate 0.2% among 330,000. inhibition, % at 10 µM;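 active means inhibition of at least 40% at 10 µM in the primary screen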;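 further: plate controls were DMSO with enzyme for no effect and no enzyme wells for full effect; values of inactives mirror those of a sister screen read the other way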
beta cell repl: induces beta-cell replication in MIN6 cells. MIN6 cells proliferation, ATPlite luminescence, 48 h; cells starved in 0.2% serum; 100% = growth in 10% serum. proliferation, % at 10 µM. hit rate 0.29% among 330,000;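 active means compounds whose signal lies at least 3.5 SD above the mean of all wells on their plate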;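 further: 0% = DMSO-treated cells in low-serum medium and 100% = 10% serum control; some compounds called inactive have numbers as strong as hits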
SENP1 inh: SENP1 (human) catalytic domain inhibition. inhibition, % at 10 µM. hit rate 0.21% among 360,000. recombinant SENP1 catalytic domain, CyPet-SUMO1-YPet FRET cleavage;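 active means inhibition at least 30% at 10 µM, raw YFP signal under a set limit, fluorescence ratio 0.5 to 1.5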;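 further: 0% = enzyme with DMSO and 100% = no enzyme wells; some results filed as inactive read as strong as hits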
Target sequence (Q9P0U3 419-644 limits assumed): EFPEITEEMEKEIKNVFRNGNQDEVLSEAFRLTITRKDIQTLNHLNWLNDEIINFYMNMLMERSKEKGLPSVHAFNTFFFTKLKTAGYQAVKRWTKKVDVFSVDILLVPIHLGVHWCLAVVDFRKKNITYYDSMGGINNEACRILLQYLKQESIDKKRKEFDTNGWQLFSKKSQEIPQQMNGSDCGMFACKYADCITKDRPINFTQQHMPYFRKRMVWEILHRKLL
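Assay system: hSENP1 catalytic domain, recombinant. Amount: SENP1 enzyme, 20 pM final. Schedule: 50 min reaction, RT, dark. Technique: FRET, CFP and YFP emission. Control set: no-enzyme wells low, DMSO-plus-enzyme wells high control.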
APOBEC3G inh: blocks human APOBEC3G single-stranded DNA deamination; Q9HC16; recombinant A3G, ssDNA deamination FAM/TAMRA fluorescence; hit rate 0.28% among 330,000; inhibition, % at 20 µM;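 active means inhibition of at least 40% at 20 µM, with no more than 30% in the related APOBEC3A deaminase screen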;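 further: plate controls were DMSO wells with A3G for no effect and wells lacking A3G enzyme for full effect; some compounds called inactive have numbers as strong as hits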
Target sequence (Q9HC16 whole entry, looked up): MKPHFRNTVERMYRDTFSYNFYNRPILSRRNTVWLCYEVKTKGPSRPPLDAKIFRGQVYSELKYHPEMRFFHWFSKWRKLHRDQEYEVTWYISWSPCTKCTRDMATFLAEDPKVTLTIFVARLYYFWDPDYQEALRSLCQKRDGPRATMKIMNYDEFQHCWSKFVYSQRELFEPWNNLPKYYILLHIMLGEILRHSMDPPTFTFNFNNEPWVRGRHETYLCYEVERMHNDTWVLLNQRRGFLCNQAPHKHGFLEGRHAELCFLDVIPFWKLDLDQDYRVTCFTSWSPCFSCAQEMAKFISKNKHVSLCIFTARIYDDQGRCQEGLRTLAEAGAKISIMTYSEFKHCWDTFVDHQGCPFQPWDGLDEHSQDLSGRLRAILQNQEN
APOBEC3A inh: inhibitors of human APOBEC3A DNA deaminase; P31941; recombinant A3A, FAM/TAMRA ssDNA deamination fluorescence; inhibition, % at 20 µM; hit rate 0.41% among 330,000; AID 493011;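 active means at least 40% inhibition at 20 µM here, with at most 30% in a related deaminase screen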;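 further: plate controls were A3A with DMSO for no effect and wells lacking A3A enzyme for full effect; some results filed as inactive read as strong as hits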
Target sequence (P31941 whole entry, looked up): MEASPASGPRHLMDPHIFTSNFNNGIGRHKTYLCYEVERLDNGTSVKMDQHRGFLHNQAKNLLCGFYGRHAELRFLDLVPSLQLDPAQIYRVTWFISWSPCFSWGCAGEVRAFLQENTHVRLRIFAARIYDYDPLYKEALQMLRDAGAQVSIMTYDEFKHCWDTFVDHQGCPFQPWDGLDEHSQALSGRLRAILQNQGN
hIAP activ: increases human intestinal alkaline phosphatase activity; P09923; purified human IAP, CDP-Star luminescence, 30 min; stronger effect = higher value; 1 = vehicle-only enzyme, 0 = enzyme-free background; activation factor at 10 µM; hit rate 0.16% among 330,000; AID 2524;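 active means activation factor of the enzyme at least 2-fold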; further: the source names both 10 and 20 µM as test concentration; values of inactives mirror those of a sister screen read the other way
NLRP3 yeast inh: inhibitors of NALP3 inflammasome in yeast. inhibition, % at 10 µM. hit rate 0.39% among 330,000. Yeast reconstituted NLRP3/ASC/caspase-1, beta-gal luminescence, 24 h;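 active means inhibition of 50% or more; inactive means inhibition below 50%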;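 further: plate controls were induced DMSO wells for no effect and uninduced yeast grown without galactose for full effect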
An asterisk follows results filed as active. Only part of the results is shown. The share of hits here may be higher or lower than overall.

SMILES	hIAP block	mIAP activ	mIAP inh	beta cell repl	SENP1 inh	APOBEC3G inh	APOBEC3A inh	hIAP activ	NLRP3 yeast inh
CC12CCC(C(=O)N(CC3CO3)C1=O)C2(C)C (stereo not given)	-17	1	-1	0	2	-17	-4	1.2	14
O=C(Nc1ccccc1OC(F)(F)F)c1ccc([N+](=O)[O-])cc1	14	0.98	2	-3	3	-1	4	0.86	24
COc1ccc(Cl)cc1S(=O)(=O)N1CCC(C(=O)NCc2ccco2)CC1	-7	0.95	5	-3	1	-8	-3	1.1	6
Nc1nonc1-c1noc(-c2ccccc2Br)n1	4	0.92	8	-2	0	-6	0	0.96	3
CCOc1ccc(NC(=O)CN(C)C(=O)C2CC(=O)N(Cc3ccco3)C2)cc1OCC (stereo not given)	12	1	-2	9	-1	-9	6	0.88	-2
CCC(C(=O)OCC(=O)c1c(N)n(CC(C)C)c(=O)n(C)c1=O)c1ccccc1 (stereo not given)	10	0.99	1	-5	-4	-5	0	0.9	2
Cc1ccc(NC(=O)NCc2ccccn2)c(C)c1	-18	0.99	1	7	1	-4	0	1.2	13
COc1ccc2cc(C(=O)C3CCCN(C(=O)c4sc(C)nc4C)C3)ccc2c1 (stereo not given)	-8	0.97	3	-3	1	-2	-3	1.1	13
COc1ccc2c(c1)O/C(=C\c1ccco1)C2=O	6	0.87	13	-3	-120	5	5	0.94	-14
COc1cc(C(=O)N/N=C(\C)c2ccccn2)cc(OC)c1OC	-11	0.95	5	-4	3	-7	-1	1.1	19
O=C(COc1ccc(/C=N/NC(=O)c2ccccc2Br)cc1)Nc1ccccc1	-6	1	-3	-4	-1	-9	-4	1.1	14
Cc1cc(C)cc(C(=O)NCCCc2ccccc2)c1	-4	1.1	-8	-1	1	6	3	1	13
N/C(Cc1ccc(Cl)cc1)=N\OC(=O)c1ccccc1	-10	1	-2	-3	0	-2	3	1.1	43
CC(C)CCN1C(=O)c2ccc(C(=O)Nc3ccccn3)cc2C1=O	4	1.1	-10	1	2	3	4	0.96	25
COC(=O)c1cnn(-c2ccc(F)cc2F)c1/C=N/NC(=S)NC(C)(C)C	9	0.89	11	-2	3	2	0	0.91	14
COc1ccccc1NC(=O)CN(C)S(=O)(=O)c1cccc2cccnc12	3	0.96	4	3	1	4	5	0.97	16
CCCN(Cc1cc2ccc(C)cc2[nH]c1=O)C(=O)c1ccccn1	-20	0.91	9	0	-5	-10	-6	1.2	-1
Cc1ccc(C(=O)NCc2ccncc2)cc1S(=O)(=O)N1CCOCC1	-6	1	-3	0	0	-4	9	1.1	5
Cc1cccc2sc(NC(=O)C3CCN(S(=O)(=O)c4cc([N+](=O)[O-])ccc4Cl)CC3)nc12	-1	1.1	-6	0	0	1	22	1	16
Cc1ccc(NC(=O)CSc2nc3c(c(=O)[nH]2)CCC3)cc1C	1	0.97	3	-2	1	-6	-1	0.99	3
COc1ccc(S(=O)(=O)n2cnc3ccccc32)c(C)c1	-3	1	-2	3	2	2	5	1	21
CCCn1c(SCC(=O)Nc2cccc(C)n2)nnc1-c1ccco1	-8	1	-1	-2	0	-3	1	1.1	2
COc1ccc2nc(NC3=NCCC3)sc2c1	-16	1.1	-10	0	-4	-4	1	1.2	32
CC(C)(C)NC(=O)COC(=O)c1c2c(nc3ccccc13)CCC2	-2	1	-2	2	3	9	21	1	13
CN(C(=O)COC(=O)c1cncc(Br)c1)C1CCS(=O)(=O)C1 (stereo not given)	12	0.97	3	-1	-4	-7	-3	0.88	1

4 entries from above, sorted by molar mass, descending.
SMILES	hIAP block	mIAP activ	mIAP inh	beta cell repl	SENP1 inh	APOBEC3G inh	APOBEC3A inh	hIAP activ	NLRP3 yeast inh
CN(C(=O)COC(=O)c1cncc(Br)c1)C1CCS(=O)(=O)C1 (stereo not given)	12	0.97	3	-1	-4	-7	-3	0.88	1
Cc1ccc(C(=O)NCc2ccncc2)cc1S(=O)(=O)N1CCOCC1	-6	1	-3	0	0	-4	9	1.1	5
CCCn1c(SCC(=O)Nc2cccc(C)n2)nnc1-c1ccco1	-8	1	-1	-2	0	-3	1	1.1	2
COc1ccc2nc(NC3=NCCC3)sc2c1	-16	1.1	-10	0	-4	-4	1	1.2	32

Going on with the list.
SMILES	hIAP block	mIAP activ	mIAP inh	beta cell repl	SENP1 inh	APOBEC3G inh	APOBEC3A inh	hIAP activ	NLRP3 yeast inh
Cc1c(C(=O)Nc2ccc(S(=O)(=O)Nc3ncccn3)cc2)oc2ccc(F)cc12	-7	1.1	-7	0	3	-13	-6	1.1	10
Cc1c(Cl)cccc1NC(CC(=O)c1ccccc1)C(=O)OCC(=O)c1cccs1 (stereo not given)	13	0.97	3	-3	1	-3	1	0.87	12
COc1cccc(OC)c1C(=O)Nn1c(-c2cccs2)nc2ccccc2c1=O	-26	0.97	3	1	2	-13	1	1.3	-16
CCn1c2ccccc2c2cc(NC(=O)C(C)Oc3ccc(OC)cc3)ccc21 (stereo not given)	-21	1.2	-24	-3	-1	-3	1	1.2	25
CC12CN3CC(C)(CN(C1)C3c1ccc3c(c1)OCO3)C2O (stereo not given)	14	1	0	-1	2	-9	-3	0.86	3
COc1ccc(C(c2nnnn2C2CCCC2)N2CCN(C3CCCC3)CC2)cc1OC (stereo not given)	1	0.98	2	0	1	-10	-3	0.99	2
Cn1c(=O)c2c(nc(N/N=C3\CCCc4ccccc43)n2Cc2ccc(F)cc2)n(C)c1=O	7	0.81	19	0	3	-1	-1	0.93	18
N#CC1(NC(=O)CSc2nncn2-c2ccccc2F)CCCC1	5	0.95	5	3	-1	-1	3	0.95	-3
CCn1c(COc2cccc(OC)c2)nnc1SCC(=O)NCC1CCCO1 (stereo not given)	-6	1	0	-3	3	-9	-1	1.1	8
O=S(=O)(c1ccc2[nH]c3c(c2c1)CCCC3)N1CCCCC1	-4	1.1	-15	-1	-30	-2	-1	1	6
NC(=O)CC(NC(=O)OCc1ccccc1)C(=O)O (stereo not given)	-14	1.1	-9	-2	3	-6	-2	1.1	18
O=C(OCC#CCSc1nc2ccccc2o1)c1ccco1	9	0.89	11	-1	1	-3	3	0.91	10
Cc1cc(C)cc(-n2nnnc2SCC(=O)Nc2cccc(NC(=O)c3ccco3)c2)c1	-3	1	-4	-2	1	1	3	1	8
COc1cc(/C=N/NC(=S)Nc2cccc(C(=O)O)c2)ccc1O	9	0.81	19	-1	-2	-1	3	0.91	6
CC1(c2ccc(NC(=O)c3ccccc3F)cc2)CC1(Cl)Cl (stereo not given)	-2	0.9	10	-3	0	-7	-8	1	12
Cc1cccc(C)c1NC(=O)CS(=O)CC(=O)N1CCN(c2ccccc2)CC1 (stereo not given)	-10	1.1	-13	-2	2	1	4	1.1	11
COc1ccccc1CCc1nnc(CCC(=O)NC(C)Cc2cccc(C)n2)o1 (stereo not given)	-10	1	-3	-1	3	8	-2	1.1	-5
CCC1C=C(c2ccccc2)C=CN=C1N(CC)CC (stereo not given)	19	1	-3	0	2	-6	2	0.81	16
N#Cc1c(-c2cccs2)cc(-c2cccnc2)nc1N	12	1	-4	0	-52	1	3	0.88	1
CCNC(=S)N1CCN=C1Nc1nc(C)cc(C)n1	-2	1	-2	-3	2	-3	1	1	10
CN(C(=S)Nc1ccccc1)c1ccccc1	-4	1	0	4	0	-1	1	1	9
Cc1ccc(OCC(=O)NNC(=O)C2CSC3(C)CCC(=O)N23)cc1C (stereo not given)	-50	0.98	2	3	1	-6	2	1.5	6
CN(C)/C=C1\C(=O)N(c2ccc(Cl)cc2)CS1(=O)=O	2	0.98	2	-2	2	-3	-1	0.97	0
COc1c(C)cc(C(=O)C2CCCN(C(=O)c3ccc4cc[nH]c4c3)C2)cc1C (stereo not given)	6	1.1	-7	2	1	-12	4	0.94	11
CC(/C=N/NC(=O)CSc1ccccn1)=C\c1ccc(C(C)C)cc1	-3	0.86	14	-2	-3	-2	-1	1	10
SMILES	hIAP block	mIAP activ	mIAP inh	beta cell repl	SENP1 inh	APOBEC3G inh	APOBEC3A inh	hIAP activ	NLRP3 yeast inh
CCNC(=S)N1CCN(S(=O)(=O)c2ccc(C)c(C)c2)CC1	10	1.1	-11	-2	0	-6	0	0.9	19
Cc1cc(C)c(S(C)(=O)=O)c(Oc2ccccc2C)n1	6	1.1	-11	-3	1	-3	1	0.94	-37
O=c1c2cc(Br)ccc2nc(-c2ccccc2)n1O	6	1	-2	1	2	0	-1	0.94	21
COc1cccc(C(=O)OCC(=O)N2CCc3ccccc3C2)c1	4	1	-1	-1	-2	9	3	0.96	32
COc1cc(C)c(NC(=O)C2CCN(S(=O)(=O)c3cccs3)CC2)cc1OC	-12	0.98	2	-3	1	18	57*	1.1	4
Cc1ccc(-n2ncc(C#N)c2/N=C/N2CCOCC2)cc1	7	0.99	1	-2	0	-4	-3	0.93	-8
Cc1ccc(C(=O)CCC(=O)Nc2ncccc2C)cc1	-7	0.97	3	1	-6	-5	2	1.1	14
COc1cccc(NC(=O)COC(=O)c2c(-c3ccccc3)noc2C)c1	15	0.99	1	1	1	-8	-1	0.85	5
CSC1=N/C(=C\C=C\c2cccs2)C(=O)S1	-9	0.89	11	-4	13	4	10	1.1	1
O=C(CSc1nc(Nc2ccccc2)nc(N2CCOCC2)n1)Nc1ccc([N+](=O)[O-])cc1	13	0.91	9	-5	1	3	4	0.87	9
O=C(COC(=O)c1cc[n+]([O-])cc1)Nc1c(Cl)cccc1C(F)(F)F	9	1	0	4	-1	-8	-3	0.91	-4
O=C(O)CN1C(=O)Nc2ccc(Br)cc2C1c1ccccc1 (stereo not given)	-4	1.1	-8	-2	-1	-2	3	1	1
CC(=O)/C(=C/c1ccc(N(C)C)cc1)C(=O)c1ccccc1	17	0.83	17	-2	10	-1	0	0.83	-11
Cc1ccc([N+](=O)[O-])cc1NC(=O)c1ccoc1C	10	0.85	15	4	0	-2	-2	0.9	18
CC1(C)CC(=O)C(C=NCC2CCCO2)=C(O)C1 (stereo not given)	-22	0.99	1	1	0	-3	0	1.2	18
O=C(COc1ccccc1Br)c1ccc(O)cc1O	0	0.91	9	2	1	-4	-2	1	22
CC(C)(Oc1ccc(Cl)cc1)C(=O)Nc1ccc2oc(=O)ccc2c1	1	0.89	11	0	-2	-2	-5	0.99	20
CCCNc1ncccc1C(N)=O	-2	0.92	8	2	1	0	0	1	-1
CC(C)CCSc1cc(NCCO)c([N+](=O)[O-])c2nonc12	-2	1	-2	-1	-14	-11	-10	1	3
CCOC(=O)c1ccc(CNC(=O)c2cc(COc3ccccc3SC)on2)o1	-19	1	-4	-3	-1	-1	-1	1.2	34
COc1cc(NC(=O)CSc2nc3ccccc3cc2C)c(C(=O)O)cc1OC	7	0.94	6	0	-1	-1	-1	0.93	19
CCOc1ccccc1NC(=O)C1CCN(C(=O)Cc2ccccc2)CC1	3	0.95	5	-1	0	-5	-2	0.97	-5
CC12CCC(C(=O)N(Cc3ccccc3)Cc3ccccc3)(OC1=O)C2(C)C (stereo not given)	3	1.1	-5	-3	3	-5	-3	0.97	8
O=C(O)c1ccccc1C(=O)NCc1ccc(F)cc1	-4	0.97	3	0	2	-9	-4	1	14
CCN(CC)C(=O)CSc1nc2c(sc(=S)n2-c2ccccc2)c(=O)n1-c1ccc(OC)cc1OC	2	0.81	19	-7	0	53*	1	0.98	15

Bioassay records (PubChem BioAssay)
